NOD2-RIPK2 inh: NOD2-RIPK2 protein interaction inhibition. inhibition, % at 4.98 µM. 0.38% of 360,000 active. AID 624267. O43353. CHO BLA complementation NOD2-RIPK2, CCF4 ratio; in the data active = inhibition above about 21%;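 also: 0% = vehicle only and 100% = reference blocker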
MC4R barr agon: human MC4R agonism via beta-arrestin; P32245; U2OS MC4R beta-arrestin complementation, luminescence; percent of melanotan II response, DMSO zero; activation, % at 8.9 µM; 0.98% of 360,000 active; AID 540308;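 active = activation above a per-plate cutoff, the mean activation of sample wells on that plate plus 3 SD, cut at about 8% in these data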
m5-HT2A agonist: agonists of mouse serotonin 5-HT2A receptor (HTR2A). P35363. CHO-K1 mHTR2A beta-arrestin complementation, luminescence; percent of 30 µM serotonin response. activation, % at 7.6 µM. 0.66% of 360,000 active. AID 624169;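 active = activation above a run cutoff, the mean activation of all tested compounds plus 3 SD, cut at about 14% in these data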;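 also: 0% = plate median of compound wells and 100% = 30 µM serotonin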
ABCB6 inh MLPCN: blocks the human ABCB6 transporter. Q9NP58. K562-ABCB6 porphyrin accumulation, flow cytometry, 1 h; stronger effect = lower value. fluorescence ratio to DMSO, % at 10 µM. 0.19% of 360,000 active. AID 602162;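 active = fluorescence ratio to DMSO below 75%, the collection mean minus 3 SD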;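 also: signal is porphyrin accumulated inside mitochondria; 100% equals median channel fluorescence of DMSO control wells; lower ratio means ABCB6 inhibition with less porphyrin fluorescence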
MC4R antag cAMP: antagonists of human melanocortin 4 receptor (MC4R) | 0.48% of 360,000 active | P32245 | inhibition, % at 6.5 µM | MC4R-expressing cells, MTII-stimulated cAMP, LANCE TR-FRET | AID 540295;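 active = inhibition above its plate's cutoff, the mean of tested wells on that plate plus 3 SD, cut at about 29% in these data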;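 also: 0% = Melanotan II alone and 100% = Melanotan II plus saturating MCL0020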
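System: U2OS-MC4R stable cell line; Technique: Eu-cAMP/anti-cAMP TR-FRET, emission 671 nm; Repeats: single well per compound; Also added: Melanotan II; Dosing: one concentration, 6.5 µM nominal; Schedule: 30-min compound, 1-h challenge, 1-h detection, room temperature.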
N-glyco inh: N-linked glycosylation inhibition; D54 ERlucT glycosylation luciferase reporter, 24 h; percent of 100 nM tunicamycin response; reporter increase, % at 12.5 µM; 0.23% of 360,000 active; AID 588692;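 active = mean luciferase reporter signal, scaled so untreated is 0 and the glycosylation-blocking control 100, at or above a set limit in every replicate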;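 also: luciferase carries N-glycosylation sites so blocking glycosylation raises the light; 0% = median of neutral control wells and 100% = median of 100 nM tunicamycin wells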
TLR9-MyD88 block: inhibitors of human TLR9-MyD88 binding; Q9NR96+Q99836; CHO BLA complementation TLR9-MyD88, CCF4 FRET ratio; inhibition, % at 4.98 µM; 0.21% of 340,000 active; AID 504734;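 active = inhibition above the mean over all tested compounds plus 3 SD, cut at about 21% in these data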;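 also: 0% = DMSO only wells and 100% = clavulanate BLA inhibitor control wells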
Cardio protect: modulators protecting cardiomyocytes from myocardial damage; H9c2 cardiomyocytes, H2O2 injury protection, ATPLite, 2 h; protection from H2O2 cell death, % at 20 µM; 0.63% of 360,000 active; AID 588492;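 active = compounds giving at least 50% protection of heart cells from peroxide-induced death in the single-dose screen, raw or plate-pattern-corrected value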;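 also: 0% = DMSO wells with peroxide and 100% = DMSO wells without peroxide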
NCOA2 inhibitor: inhibits human steroid receptor coactivator 2; Q15596; HEK293 GAL4-SRC2 luciferase reporter, luminescence; inhibition, % at 9 µM; 0.17% of 370,000 active;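 active = inhibition above the mean inhibition of all tested compounds plus 3 SD, set per campaign, cut at about 52% in these data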;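 also: 0% = DMSO treated cells and 100% = cells given Gossypol at 36 µM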
ABHD5 PLIN5 PPI: blocks binding of human ABHD5 to perilipin-5; inhibition, % at 4 µM; Split G. princeps luciferase complementation, luminescence, 4 h; 0.78% of 360,000 active; AID 602281; Q00G26+Q8WTS1;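 active = inhibition above the mean inhibition across every tested compound plus 3 SD, cut at about 22% in these data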;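 also: 0% = DMSO only wells and the 100% control is not disclosed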
Target sequence (Q00G26 whole entry, looked up): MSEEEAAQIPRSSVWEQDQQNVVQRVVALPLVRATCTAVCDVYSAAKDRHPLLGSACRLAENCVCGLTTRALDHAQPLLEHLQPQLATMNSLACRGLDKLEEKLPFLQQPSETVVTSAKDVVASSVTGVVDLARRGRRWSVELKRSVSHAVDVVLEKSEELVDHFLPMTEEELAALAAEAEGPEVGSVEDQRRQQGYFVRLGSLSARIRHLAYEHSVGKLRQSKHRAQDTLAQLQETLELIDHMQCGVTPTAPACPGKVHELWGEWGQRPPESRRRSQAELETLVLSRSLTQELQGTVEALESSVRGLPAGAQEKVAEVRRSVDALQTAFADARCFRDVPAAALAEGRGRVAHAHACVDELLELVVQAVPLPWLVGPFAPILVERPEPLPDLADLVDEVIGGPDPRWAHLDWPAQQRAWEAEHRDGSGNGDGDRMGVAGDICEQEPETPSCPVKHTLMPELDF
Target sequence (Q8WTS1 whole entry, looked up): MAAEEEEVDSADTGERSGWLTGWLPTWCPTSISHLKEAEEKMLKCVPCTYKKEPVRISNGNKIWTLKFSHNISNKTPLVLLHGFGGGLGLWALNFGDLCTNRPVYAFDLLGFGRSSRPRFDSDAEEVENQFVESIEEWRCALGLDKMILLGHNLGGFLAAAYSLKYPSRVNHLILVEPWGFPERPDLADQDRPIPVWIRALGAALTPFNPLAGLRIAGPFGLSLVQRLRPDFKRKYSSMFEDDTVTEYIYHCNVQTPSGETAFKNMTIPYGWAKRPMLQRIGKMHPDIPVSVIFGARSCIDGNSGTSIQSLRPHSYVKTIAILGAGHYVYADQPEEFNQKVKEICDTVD
An asterisk follows results filed as active; / = not tested or not shown. This is a subset (hit frequency here may not be typical).

mol	NOD2-RIPK2 inh	MC4R barr agon	m5-HT2A agonist	ABCB6 inh MLPCN	MC4R antag cAMP	N-glyco inh	TLR9-MyD88 block	Cardio protect	NCOA2 inhibitor	ABHD5 PLIN5 PPI
O=C(CNC(=O)c1ccc(Cl)cc1Cl)NCC1CCCO1 (configuration not stated)	-6	1.2	-5	106	6	0	-1	2	-2	-1
Cc1ccc(S(=O)(=O)N2C[C@H]3C(=O)C[C@@H](c4ccccc4)N(S(=O)(=O)c4ccc(C)cc4)[C@H]3C[C@H]2c2cccc3ccccc23)cc1	1	/	2	99	/	-6	/	3	6	-10
C/C(CC(C)C)=N\Oc1nc(C)cc(C)n1	-7	-0.9	2	97	13	1	/	2	13	-2
COc1ccc(NC(=O)NC(=O)c2cc(OCC(F)(F)F)ccc2OCC(F)(F)F)cc1	0	-0.8	-4	94	3	4	-6	-2	0	3
COC(=O)C1CCN(C(=O)c2cc3ccccc3oc2=O)CC1	11	-1.3	1	101	6	1	-3	-1	-51	10
CCCOc1ccc(C(=O)NNC(=O)c2cccc(S(=O)(=O)N3CCN(C(C)=O)CC3)c2)cc1OC	2	-3.1	-3	94	-2	1	0	0	10	3
O=C(NC1CC2CCC(C1)N2Cc1ccccc1)c1ccccc1Br (configuration not stated)	4	-2.5	-4	97	1	0	5	4	4	5
CCOc1ncccc1C(=O)OCC(=O)N1CCN(S(=O)(=O)c2ccc(Cl)cc2)CC1	-2	-2.1	1	98	9	1	1	4	-10	0
CCOc1ncccc1C(=O)OCc1cc(=O)oc2c(C)c(C)ccc12	10	-0.8	0	90	7	2	4	1	-17	2
CCO[C@H]1OC(C(=O)Nc2ccccc2)=C[C@@H](c2csc3ccccc23)[C@@H]1CCCO	-16	-0.7	5	97	3	-2	-7	4	3	-3
COCCCNC(=O)c1sc2ncnc(N3CCc4ccccc4C3)c2c1C	-5	-1.4	-3	97	9	9	-7	6	-20	5
Cn1cccc1Cc1nnc(SCC(=O)N2CCOCC2)n1-c1ccc(F)cc1	7	0.5	-1	93	-4	-3	4	6	2	-2
CC(OC(=O)CCN=C1NS(=O)(=O)c2ccccc21)C(=O)N(C)c1ccccc1 (configuration not stated)	-6	-2.4	-8	92	-4	1	3	-5	-10	-2
CC(=O)Nc1ccccc1C(=O)N1CC2(C)CC1CC(C)(C)C2 (configuration not stated)	-2	-1.1	1	99	3	1	8	-2	0	2
CCCCNC(=S)N1CCn2cccc2C1c1ccccc1 (configuration not stated)	0	0.0	8	103	-4	-2	-8	-4	5	-4
Cc1cccc2cc(C#N)c(NCCNC(=O)NC3CCCCC3)nc12	-10	-2.1	-2	100	-10	10	-2	0	-4	1
Cc1cc(NC(=O)COC(=O)C2CCCN2C(=O)c2cccs2)no1 (configuration not stated)	2	1.7	1	101	3	0	3	-13	-6	0
CCCCOc1ccc([N+](=O)[O-])cc1C(=O)O	-4	3.0	8	98	-11	5	4	-11	-1	5
CC(CN1CCCCC1)NC(=O)c1scnc1-c1ccccc1 (configuration not stated)	-4	/	-3	96	/	4	/	-3	0	-5
O=C1C=CC2C3C(=O)N(c4ccccc4)C(=O)C3C1N2Cc1ccccc1 (configuration not stated)	68*	-1.9	-5	96	6	-19	8	-10	75*	90*
CC(=O)Nc1ccc(SCC(=O)c2cc(C)n(-c3ccccc3F)c2C)cc1	-3	-0.1	-9	98	8	-22	-3	-20	39	0
Cn1cnc([N+](=O)[O-])c1Oc1cccc2ccccc12	-6	0.9	-1	101	-1	6	2	-4	22	13
CCN1CCN(C(=O)c2cccc(OC3CCN(S(=O)(=O)N(C)C)CC3)c2)CC1	-5	-0.8	-5	101	-1	0	9	-4	-42	0
CCOc1ccc(S(=O)(=O)NCCC(=O)NCC(c2ccc(OC)cc2)N2CCCCC2)cc1 (configuration not stated)	11	-1.4	0	96	1	2	0	1	-23	-4
CCc1nn2c(=O)cc(CSc3nc(C)cc(=O)[nH]3)nc2s1	0	0.0	-3	109	-3	1	-5	1	-18	-5
Cc1[nH]n(-c2ccccc2)c(=O)c1C1(C(F)(F)F)C(=O)N(c2ccc(F)cc2)C2=C1C(=O)CC(C)(C)C2 (configuration not stated)	-5	-2.8	3	100	-1	-2	-17	-5	2	-4
Cc1ccc(CN=C2NC(=O)C(CC(=O)NCCc3ccccc3)S2)cc1 (configuration not stated)	2	-1.3	-3	98	0	-1	-7	-2	/	-9
C=CCn1c(Cc2ccc(OC)cc2)nnc1SCC(=O)NCCc1ccccc1	-3	1.1	2	102	0	2	-5	3	0	-5
O=C(Nc1cccc(Cl)c1N1CCOCC1)c1cc([N+](=O)[O-])ccc1N1CCOCC1	1	-2.5	1	97	7	-1	0	-1	19	-3
Cc1ccc(CN2CCN(/N=C/c3cccs3)CC2)cc1	-4	2.1	1	94	-1	0	0	-2	-6	-1
Cc1ccc(C(=O)NC(=S)N(C)C2CCCCC2)cc1	0	-2.3	6	96	17	0	-7	0	-44	-3
C=CCn1c(SCc2ccccc2Cl)nnc1-c1sc2nc(C)cc(C)c2c1N	2	-0.2	9	94	8	-5	-1	-1	-6	-4
CC(=O)c1cn(C(=O)c2ccc(Cl)cc2)c2ccccc12	1	-1.0	4	99	3	1	-7	-6	-19	9
Clc1ccc(-c2cn(-c3ccccc3)c3[n+]2CCS3)cc1	-6	-2.2	-5	90	6	-1	5	-3	2	1
COCCN(C(=O)Nc1ccc(OC)cc1)c1nc2ccccc2s1	1	0.7	-6	93	4	0	8	-8	-14	-4
Cc1cc([N+](=O)[O-])ccc1NC(=O)c1sc2ncn(CC(=O)N3CCOCC3)c(=O)c2c1C	-14	-1.7	3	105	-3	-1	9	-1	-7	6
O=C(NNC(=O)c1ccc(Cl)cc1Cl)c1ccc2ccccc2c1	3	0.2	1	99	-3	0	8	-1	-15	-3
C=CCN1CCN(C(c2cc(OC)ccc2OC)c2nnnn2CC2CCCO2)CC1 (configuration not stated)	-13	0.2	0	87	4	2	-4	14	-7	-3
O=C(CN1CCN(S(=O)(=O)c2ccc(Cl)cc2)CC1)NC(=O)NC1CCCCC1	-4	0.7	-1	93	3	-3	1	-3	18	-1
COCCCNC(=O)Cc1coc2ccc3ccccc3c12	4	-1.0	-2	87	-1	0	5	-3	14	-5
O=C(NC(=S)Nc1ccc2c(c1)OCCO2)c1cccc(Br)c1	14	-0.8	-2	102	5	-2	2	-8	-59	-2
O=C(C[C@@H]1C=C[C@@H](NC(=O)Nc2cccc(F)c2)[C@@H](CO)O1)NCC1CCCCC1	-11	/	-1	/	/	/	/	/	-6	1
CCCCC/C=C/C1=CC(=O)C[C@H](c2ccc(Cl)cc2)C1	-3	3.0	4	101	10	1	4	-12	-23	0
N#Cc1cccc(S(=O)(=O)NCCOc2ccccc2F)c1	-1	-0.6	0	95	8	2	5	-8	2	-7
CCOC(=O)C(=O)NNc1cccc(C)c1C	0	-0.1	5	106	6	1	-7	7	8	-2
Cc1ccccc1NC(=O)CN1CCC(n2nnc3ccccc32)CC1	3	0.5	0	107	-2	-2	0	4	-5	3
Cc1cccc(Nc2ccncc2S(=O)(=O)NC(=O)NC(C)C)c1	-3	3.3	4	106	-8	2	-5	-3	9	4
O=C(Nc1nnc(Cc2ccccc2)s1)c1cccs1	-7	-0.2	-1	85	11	0	-2	-8	-5	1
O=C(CCN1C(=O)C2CCCCC2C1=O)Nc1ccc(OC(F)F)cc1 (configuration not stated)	1	-1.1	-12	97	17	0	3	12	-3	4
C[C@@]12C(=O)Nc3cc(Cl)ccc3C(=O)N1[C@H]1c3cc(Cl)ccc3OC[C@@H]1[C@@H]2c1ccccc1	-8	0.6	1	95	1	23	-12	-4	8	6
COc1cccc(OC)c1C(=O)OCC(=O)N1CCC(Cc2ccccc2)CC1	-4	0.5	3	103	3	1	-14	3	13	-12
CCOC(=O)/C=C1\SCC(=O)N1CCOc1cccc(Br)c1	-10	1.9	-2	91	1	-4	-5	9	1	1
CN1CCN(CCCNC(=O)CCCOc2cc(=O)n(C)c3ccccc23)CC1	-21	1.0	-1	97	4	10	0	5	-18	4
CCOc1cc(C(=O)NCCN2CCOCC2)cc(OCC)c1OCC	-24	2.1	-2	114	1	0	-3	-2	3	11
Cc1noc(C)c1CSc1nnc(C)c(=O)[nH]1	3	-0.7	-2	102	0	2	-2	2	-12	4
CC(C(=O)NCCS(=O)(=O)c1ccc(Cl)cc1)S(=O)(=O)c1ccc(Cl)cc1 (configuration not stated)	-3	0.3	-6	96	-2	1	-4	3	0	-3
Cc1ccc(S(=O)(=O)N2CCN(C3CCN(Cc4ccccc4)CC3)CC2)cc1	-1	-0.2	-7	101	-9	0	-15	0	-30	-9
CCSc1nnc(NC(=O)C2CCN(S(=O)(=O)c3cc(C(F)(F)F)ccc3Cl)CC2)s1	4	2.9	-1	95	4	-2	-1	-6	1	1
Cn1nc(C(F)(F)F)c(-c2ccc(Br)cc2)c1NC(=O)c1nccnc1C(=O)O	-10	1.1	0	104	1	2	2	5	0	-3
O=C(NC1CCCCC1)n1c(=O)oc2ccc(Cl)cc21	-7	0.2	1	93	1	-1	-8	-17	-25	5

(continued)
mol	NOD2-RIPK2 inh	MC4R barr agon	m5-HT2A agonist	ABCB6 inh MLPCN	MC4R antag cAMP	N-glyco inh	TLR9-MyD88 block	Cardio protect	NCOA2 inhibitor	ABHD5 PLIN5 PPI
COc1ccccc1CNC(=O)C1Cc2ccccc2C(=O)O1 (configuration not stated)	-1	-2.3	2	102	16	1	-16	14	-13	-2
CCOc1ccccc1NC(=S)N1CCN(c2cccc(OC)c2)CC1	-2	-0.3	4	98	1	5	3	1	9	-8
CCc1cc(C)cc(OCCNC(=O)c2ncn[nH]2)c1	-9	0.1	5	93	4	3	0	-4	2	4
Cc1cccc(C(=O)Nc2ccc(N3CCN(S(C)(=O)=O)CC3)cc2)c1	-12	4.9	5	105	20	-1	0	0	-47	1
Cc1ccc(NC(=O)CS(=O)(=O)c2cn(CC(=O)N3CCOCC3)c3ccccc23)cc1	6	2.4	1	101	17	1	2	2	-33	-2
c1ccc(Nc2nc(NCC3CCCO3)c3ccccc3n2)cc1 (configuration not stated)	-3	-2.8	-8	97	27	-4	0	-14	6	6
Fc1ccccc1-c1csc(=Nc2cccnc2)n1CC1CCCO1 (configuration not stated)	-6	0.6	3	100	-11	-4	-7	-3	13	7
N#Cc1c(N)n(-c2cccc(C(=O)O)c2)c2nc3ccccc3nc12	0	-1.2	3	92	-6	7	0	-6	-33	-4
CC(C)CCNC(=O)C(=O)Nc1cc2c3c(c1)CCC(=O)N3CCC2	-2	-2.6	4	97	4	5	-1	3	-4	9

Assay outcomes deposited in PubChem BioAssay by several laboratories.
